# Screens: PubChem BioAssay, several laboratories
# Spn PMK inh: inhibitors of Streptococcus pneumoniae phosphomevalonate kinase; purified PMK, PK/LDH-coupled NADH absorbance 340 nm; 0.49% of 65,000 active; AID 539; inhibition, % at 10 µM;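 active means top-ranked compounds by inhibition in the single 10 µM screen, taking a fixed number of the strongest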;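 further: 0% = full reaction with DMSO carrier and 100% = background rate without enzyme reaction; no value below 0 was filed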
# Alkaline phosphatase: inhibition of tissue-nonspecific alkaline phosphatase – biochemical, luminescent (AID 518) | purified TNAP enzyme, luminescent substrate readout; higher % means a stronger effect | inhibition, % at 20 µM, or IC50 in µM where a hit was titrated | 0.09% of 64,000 active; in the data active means a potency from the dose series; inactive means the rest, 99 in 100 with inhibition below about 22%;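 further: plate controls were vehicle for no effect and reference inhibitor for full effect; many of its hits are not listed in these tables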
# LYP inhibition: inhibition of human PTPN22 tyrosine phosphatase – biochemical, DiFMUP fluorescence, recombinant catalytic domain, 10 µM, primary screen (AID 606); inhibition, % at 10 µM; hits with a dose series show IC50 in µM; recombinant LYP catalytic domain, DiFMUP fluorescence; higher % means a stronger effect; 52,000 tested, under 10 active;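 active means IC50 under 40 µM in the dose-response test; inactive means IC50 of 40 µM or more, or never dose-tested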
# HT1080 cytotoxicity: HT1080 cell viability loss – fluorescence readout (AID 620); HT1080 viability, fluorescence; higher % means a stronger effect; one-dose cytotoxicity, % at 10 µM; EC50 in µM for titrated hits; 0.42% of 87,000 active;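 further: cells exposed to compound overnight then 4 h with Alamar Blue; 0% = vehicle DMSO and 100% = killing control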
# KRASV12 cytotoxicity: cytotoxicity in KRAS-transformed pancreatic duct cells, primary screen, cell-based, fluorescence, HTS (AID 431). HPDE-C7K KRASV12 cells, Alamar Blue viability, 48 h; higher % means a stronger effect. cytotoxicity, % at 10 µM; hits with a dose series show EC50 in µM. 1.7% of 63,000 active;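 active means compounds whose percent cytotoxicity in the single-dose primary screen, scaled between solvent and toxic-drug controls, exceeds 50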;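 further: 0% = DMSO solvent wells and 100% = doxorubicin-treated wells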
# HPDE-C7 viability: cytotoxicity in HPDE-C7 cells, cell-based, fluorescence, HTS (AID 430) | HPDE-C7 pancreatic duct cells viability, fluorescence; higher % means a stronger effect | cytotoxicity, % at 10 µM; hits with a dose series show EC50 in µM | 1.8% of 63,000 active;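 further: cells exposed to compound for 48 hours before viability readout; 0% = vehicle and 100% = reference cytotoxic drug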
# Spn DPM-DC inh: blocks S. pneumoniae diphosphomevalonate decarboxylase; purified DPM-DC, PK/LDH coupled NADH fluorescence; 0.49% of 65,000 active; calls only at 10 µM;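 active means the 320 compounds with the highest percent inhibition in the single-dose primary screen, excluding strongly autofluorescent ones, cut at about 32% in these data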;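 further: kinetic rate of NADH fluorescence loss reporting ADP formed by the decarboxylase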
# Bfl-1 displacement: displacement of Bid BH3 peptide from Bfl-1 – biochemical, fluorescence polarization, FITC-Bid, mouse, primary screen (AID 432) | 0.02% of 64,000 active | one-dose displacement, % at 20 µM; IC50 in µM for titrated hits | FITC-Bid BH3 peptide fluorescence polarization displacement; higher % means a stronger effect; in the data active means a potency from the dose series; inactive means the rest, 99 in 100 with displacement below about 15%; further: strong numbers were not always called active
# Spn MK inh: blocks S. pneumoniae mevalonate kinase; 0.48% of 65,000 active; AID 555; inhibition, % at 10 µM; purified MK, PK/LDH-coupled NADH absorbance 340 nm;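 active means ranked among the strongest by inhibition in the single 10 µM screen, a fixed top-ranked set picked for dose follow-up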; further: no value below 0 was filed
# Spn PMK inh pilot replicates: further read-out of Spn PMK inh, marked with its call; inhibition, %; measured here: pilot screen replicates
# Spn MK inh pilot replicates: further read-out of Spn MK inh, marked with its call; inhibition, %; measured here: pilot screen replicates
# Spn DPM-DC inh pilot screen %: also measured in Spn DPM-DC inh; calls as there; inhibition, %; measured here: pilot screen trials
# * = called active by the depositor; i = inactive; . = not tested or not shown. Unless noted, no stated cut-off is given here; in the data, active means cytotoxicity above about 50%; inactive means the rest.
item	canonical_smiles	Spn PMK inh	Spn PMK inh pilot replicates	Alkaline phosphatase	LYP inhibition	HT1080 cytotoxicity	KRASV12 cytotoxicity
1	CCCC(=O)O[C@]1(C(=O)COC(C)=O)CC[C@H]2[C@@H]3C[C@H](F)C4=CC(=O)C=C[C@]4(C)[C@@]3(F)[C@@H](O)C[C@@]21C	2	4.0	16%	5%	10%	-18%
2	CC1(C)O[C@@H]2C[C@H]3[C@@H]4C[C@H](F)C5=CC(=O)C=C[C@]5(C)[C@@]4(F)[C@@H](O)C[C@]3(C)[C@]2(C(=O)CO)O1	0	2.5	4%	18%	6%	-9%
3	CCCCN(CCCC)CCCOC(=O)c1ccc(N)cc1	7	0.0	13%	5%	-3%	-1%
4	COc1cc(C2Oc3cc(C4Oc5cc(O)cc(O)c5C(=O)C4O)ccc3OC2CO)ccc1O (configuration not stated)	5	0.0	9%	20%	-2%	17%
5	N=c1nc(N2CCCCC2)cc(N)n1O	2	4.0	11%	.	-11%	15%
6	CCCC(=O)O[C@]1(C(=O)CCl)[C@@H](C)C[C@H]2[C@@H]3CCC4=CC(=O)C=C[C@]4(C)[C@@]3(F)C(=O)C[C@@]21C	4	0.0	8%	12%	-9%	-15%
7	CCCCCCCCCCCCCCCC(O)C(N)CO (configuration not stated)	2	8.0	4%	13%	58%*	9.9µM*

item	HPDE-C7 viability	Spn DPM-DC inh	Spn DPM-DC inh pilot screen %	Bfl-1 displacement	Spn MK inh	Spn MK inh pilot replicates
1	-3%	i	0.0	-5%	8	32
2	2%	i	0.0	-7%	8	0.0
3	0%	i	0.0	-2%	7	0.0
4	-5%	i	0.0	2%	9	0.0
5	0%	i	0.0	-4%	4	0.0
6	-22%	i	0.0	-2%	5	1.0
7	14µM*	i	0.0	-43%	5	3.0

# In the list so far, these have fluorine.
item	canonical_smiles	Spn PMK inh	Spn PMK inh pilot replicates	Alkaline phosphatase	LYP inhibition	HT1080 cytotoxicity	KRASV12 cytotoxicity
1	CCCC(=O)O[C@]1(C(=O)COC(C)=O)CC[C@H]2[C@@H]3C[C@H](F)C4=CC(=O)C=C[C@]4(C)[C@@]3(F)[C@@H](O)C[C@@]21C	2	4.0	16%	5%	10%	-18%
2	CC1(C)O[C@@H]2C[C@H]3[C@@H]4C[C@H](F)C5=CC(=O)C=C[C@]5(C)[C@@]4(F)[C@@H](O)C[C@]3(C)[C@]2(C(=O)CO)O1	0	2.5	4%	18%	6%	-9%
6	CCCC(=O)O[C@]1(C(=O)CCl)[C@@H](C)C[C@H]2[C@@H]3CCC4=CC(=O)C=C[C@]4(C)[C@@]3(F)C(=O)C[C@@]21C	4	0.0	8%	12%	-9%	-15%

item	HPDE-C7 viability	Spn DPM-DC inh	Spn DPM-DC inh pilot screen %	Bfl-1 displacement	Spn MK inh	Spn MK inh pilot replicates
1	-3%	i	0.0	-5%	8	32
2	2%	i	0.0	-7%	8	0.0
6	-22%	i	0.0	-2%	5	1.0

# Part of the list above, bar-delimited.
no. | SMILES | Spn PMK inh | Spn PMK inh pilot replicates | Alkaline phosphatase | LYP inhibition | HT1080 cytotoxicity | KRASV12 cytotoxicity | HPDE-C7 viability | Spn DPM-DC inh | Spn DPM-DC inh pilot screen % | Bfl-1 displacement | Spn MK inh | Spn MK inh pilot replicates
1 | CCCC(=O)O[C@]1(C(=O)COC(C)=O)CC[C@H]2[C@@H]3C[C@H](F)C4=CC(=O)C=C[C@]4(C)[C@@]3(F)[C@@H](O)C[C@@]21C | 2 | 4.0 | 16% | 5% | 10% | -18% | -3% | i | 0.0 | -5% | 8 | 32
2 | CC1(C)O[C@@H]2C[C@H]3[C@@H]4C[C@H](F)C5=CC(=O)C=C[C@]5(C)[C@@]4(F)[C@@H](O)C[C@]3(C)[C@]2(C(=O)CO)O1 | 0 | 2.5 | 4% | 18% | 6% | -9% | 2% | i | 0.0 | -7% | 8 | 0.0

# The list is partial; rates above refer to the full screens.
